Screening data deposited in PubChem by National Center for Advancing Translational Sciences (NCATS).
POLB inh: blocks human DNA polymerase beta activity; P06746; Pol beta primer extension/strand displacement, fluorescence kinetic; Potency, µM (top dose mostly 114 µM), for inactives: top-dose activity change, negative = inhibition, most hits filed as inhibitors; 340,000 compounds, 1.3% hits; AID 485314; also: potency is read from the fitted curve at half-maximal effect; % is scaled to controls: 0 for no effect and ±100 for the full control effect
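Human Pol beta at 10 nM; strand-displacement substrate 50 nM final. Compound exposure 15 min at room temperature before start, reaction 10 min at room temperature.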
Anesthetic bind: binds horse apoferritin like a general anesthetic; P02791; apoferritin/1-aminoanthracene competitive binding, fluorescence; Potency, µM (doses to about 77.5 µM), for the others: at the top dose activity change, negative = displacement, usual class: inhibitors; 350,000 compounds, 0.074% hits; AID 485281; also: potency is read from the fitted curve at half-maximal effect; % is scaled to controls: 0 for no effect and ±100 for the full control effect; nearly all actives have a fitted effect of over 20% in size
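Steps: apoferritin (10 uM) was premixed with half-saturated 1-AMA in PBS, compounds were pin-transferred, plates stood 10 min at room temperature, fluorescence was read at 380/535 nm, and curves were fitted with a Hill equation.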
Pol eta inh: DNA polymerase eta (human) inhibition; Q9Y253; recombinant Pol eta, fluorescent DNA replication assay; Potency, µM (series often up to 114 µM), for the others: at the top dose activity change, negative = inhibition, hits mostly inhibitors; 390,000 compounds, 1.2% hits; AID 588591; also: potency is read from the fitted curve at half-maximal effect; % is scaled to controls: 0 for no effect and ±100 for the full control effect
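Pol eta (10 nM) was preincubated with compounds for 15 min at room temperature, after which fluorescent replication substrate (50 nM final) was added to start the reaction. Fluorescence was read kinetically at 0 and 10 min.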
ERG Ets-DNA blk: blocks human ERG Ets domain binding to DNA. AID 624246. 370,000 compounds, 0.028% hits. fluorescence polarization, His-ERG Ets domain / labelled DNA. Potency, µM (titrated, usually from 76.9 µM), without a hit: at the top dose FP activity, negative = inhibition, most hits filed as inhibitors. P11308; active = well fitted inhibition curve with a large enough effect in the polarisation, with a control signal flat; inconclusive = small, poorly fitted or top-dose-only effect, or effect the other way, or a change in a side signal; inactive = no such curve, though single readings can be large or run the other way; the % refers to the polarisation;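 also: polarization taken with two DNA probes labelled with fluorescein and Texas red; potency is read from the fitted curve at half-maximal effect; % of control where 0% means no effect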
Target sequence (P11308 whole entry, looked up, the tested form may be a part): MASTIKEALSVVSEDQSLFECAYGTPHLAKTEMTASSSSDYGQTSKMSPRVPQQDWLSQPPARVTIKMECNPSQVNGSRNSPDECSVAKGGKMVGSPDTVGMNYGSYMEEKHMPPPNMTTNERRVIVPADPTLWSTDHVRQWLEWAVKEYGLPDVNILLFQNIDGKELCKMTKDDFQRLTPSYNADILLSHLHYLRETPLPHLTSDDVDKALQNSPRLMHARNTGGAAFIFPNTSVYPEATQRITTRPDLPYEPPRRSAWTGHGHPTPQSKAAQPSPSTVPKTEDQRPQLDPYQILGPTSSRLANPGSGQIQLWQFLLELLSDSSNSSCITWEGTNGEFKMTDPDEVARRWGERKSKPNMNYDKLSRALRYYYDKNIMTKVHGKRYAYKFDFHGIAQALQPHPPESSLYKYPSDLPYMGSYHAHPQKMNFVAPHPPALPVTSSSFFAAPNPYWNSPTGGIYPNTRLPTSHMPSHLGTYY
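His-tagged ERG Ets domain (1 uM in the protein solution; 300mM KCl, 50mM Tris-HCl, 1mM EDTA, 1mM DTT, pH 7.5) received compound, then a probe mix of 5 nM fluorescein-DNA and 100nM Texas-615-DNA. Fluorescence polarization was read for both dyes.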
LDHA inh: blocks human lactate dehydrogenase A | P00338 | AID 1347041 | 480,000 compounds, 0.15% hits | purified LDHA, NADH/diaphorase-resazurin fluorescence; active compounds read low | activity change, % (values are at about 110 or 230 µM); in the data active = activity change below about -30%; inconclusive = mostly about -25% to -30%;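 also: plate controls were DMSO wells for no effect and wells without enzyme for full effect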
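Human LDH5 at 2 nM final in Tris HCl pH 7.4 with 0.06 mM NADH and 0.2 mM pyruvate, reacted 5 minutes at room temperature. Remaining NADH coupled via diaphorase/resazurin; resorufin fluorescence read at 0 and 20 minutes, normalized to enzyme-free and DMSO wells.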
APEX1 inh: APE1 (human) endonuclease inhibition; P27695; recombinant APE1, TAMRA/BHQ-2 abasic DNA cleavage fluorescence; Potency, µM (doses to about 65.8 µM), without a hit: top-dose activity change, negative = inhibition, most hits filed as inhibitors; 350,000 compounds, 0.35% hits;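 also: potency is read from the fitted curve at half-maximal effect; plate controls were vehicle for no effect and reference inhibitor for full effect; nearly all actives have a fitted effect of over 55% in size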
Target sequence (P27695 whole entry, looked up): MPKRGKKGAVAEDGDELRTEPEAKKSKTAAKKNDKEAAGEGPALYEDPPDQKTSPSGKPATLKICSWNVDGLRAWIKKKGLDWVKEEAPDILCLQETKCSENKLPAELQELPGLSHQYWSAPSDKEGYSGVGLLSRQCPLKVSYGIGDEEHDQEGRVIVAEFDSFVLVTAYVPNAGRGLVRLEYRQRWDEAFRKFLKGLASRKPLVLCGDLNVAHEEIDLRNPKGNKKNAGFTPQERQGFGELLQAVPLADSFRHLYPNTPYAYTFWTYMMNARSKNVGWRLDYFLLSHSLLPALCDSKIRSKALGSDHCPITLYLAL
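Step 1: APE1 (0.75 nM) with compound, 15 min RT. Step 2: add 50 nM fluorophore/quencher THF duplex. Step 3: three fluorescence reads 60 s apart (525/598 nm); read 3 minus read 1 = reaction progress.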
Pol kappa inh: inhibitors of human DNA polymerase kappa | Q9UBT6 | purified Pol kappa, fluorescent DNA synthesis assay, 10 min | Potency, µM (titrated, usually from 107 µM), for the others: top-dose activity, negative = inhibition, hits mostly inhibitors | 400,000 compounds, 0.53% hits | AID 588579; also: potency is read from the fitted curve at half-maximal effect; % is scaled to controls: 0 for no effect and ±100 for the full control effect
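Pol kappa 10 nM + cpd, 15 min RT; start w/ substrate 50 nM final; fluorescence kinetic read, 0 and 10 min. Neg ctrl: buffer, no enzyme.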
RGS4 inh: human RGS4 inhibition. P49798. Transcreener GDP fluorescence polarization, RGS4-accelerated GTP hydrolysis. Potency, µM (highest dose often 114 µM), inactives show at the top dose activity change, negative = inhibition, actives largely listed as inhibitors. 390,000 compounds, 0.039% hits. AID 504845; also: potency is read from the fitted curve at half-maximal effect; % is scaled to controls: 0 for no effect and ±100 for the full control effect; nearly all actives have a fitted effect of over 75% in size; some results filed as inactive show a strong effect at the top dose
Target sequence (P49798 whole entry, looked up): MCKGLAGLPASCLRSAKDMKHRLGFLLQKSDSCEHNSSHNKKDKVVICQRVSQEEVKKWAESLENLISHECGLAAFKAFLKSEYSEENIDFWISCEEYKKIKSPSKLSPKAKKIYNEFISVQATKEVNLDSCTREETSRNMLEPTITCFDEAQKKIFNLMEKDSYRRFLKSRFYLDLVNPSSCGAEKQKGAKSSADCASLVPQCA
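MLSMR compounds (23 nl, pin-transferred) preincubated 10 min at room temperature with a 500nM (2x) first reagent, then RGS4 at 900nM (2x) plus Transcreener GDP mix added; fluorescence polarization (620/688 nm) read before and after 90 min at 30 °C.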
ALOX12 inh: inhibitors of human 12S-lipoxygenase ALOX12 | purified 12hLO, xylenol orange hydroperoxide absorbance | Potency, µM (series often up to 108 µM), without a hit: at the top dose activity change, negative = inhibition, actives largely listed as inhibitors | 580,000 compounds, 1.1% hits; also: potency is read from the fitted curve at half-maximal effect; % is scaled to controls: 0 for no effect and ±100 for the full control effect
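Purified human 12hLO (150 nM final) in 25 mM Hepes, 0.01% Triton X-100, pH 7.0 was preincubated 15 min at room temperature with compound. Then 40 uM arachidonic acid was added, 30 min. Hydroperoxide was read by Fe-XO absorbance ratio 573/405 nm.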
The depositor's hits bear a star; ? = inconclusive; . = not tested or not shown; & = joins results of further samples; [ ] = remark or other dose. Unless noted, calls follow the shape of the dose curve; as a rule, active = well fitted curve in the direction sought with a large enough effect; inconclusive = small, poorly fitted or top-dose-only effect, or another doubt; inactive = no such curve, though single readings can be large; an effect the other way counts as inactive or inconclusive. The list is partial, so the mix of outcomes need not match the whole.

Structure,POLB inh,Anesthetic bind,Pol eta inh,ERG Ets-DNA blk,LDHA inh,APEX1 inh,Pol kappa inh,RGS4 inh,ALOX12 inh
COc1ccc(NC(=O)c2sc3nc4c(cc3c2N)CN(C(C)C)CC4)c(OC)c1,28%,-13%,-16%,4%,10,.,-26%,-7%,-17%
CCOc1ccc(NC(=O)CSc2nc3ccccc3c(=O)n2CCNC(C)=O)cc1,18%,-3%,-3%,-3%,-6,-7%,6%,-8%,-25%
CCOc1ccc(C(=O)Oc2ccc(NC(C)=O)cc2)cc1,4%,-3%,.,.,.,2%,.,.,9%
O=C(CSc1nnc(-c2ccncc2)n1-c1ccccc1)N1CCN(c2ccc(Cl)cc2)CC1,12%,-15%,-11%,1%,-24,3%,0%,-29%,?
COc1ccc(S(=O)(=O)N2CCN(CC(O)COc3ccc(CC#N)cc3)CC2)cc1OC (centres undefined),4%,5%,-8%,1%,-12,40%,-3%,3%,-3%
O=C(Nc1ccccc1)N1CCN(Cc2ccc(Cl)cc2)CC1,23%,-8%,-20%,2%,-7,1%,-4%,16%,?
Cc1cn(C2CCCCC2)c(=O)[nH]c1=O,.,.,-6%,8%,-2,.,-17%,31%,5%
OCC[C@@H]1C[C@H](O)[C@@H](O)[C@@]2(Cc3ccccc3CCO2)O1,27%,-10%,-15%,-4%,-4,27%,-8%,-10%,-7%
O=C(CN1C(=O)c2ccccc2C1=O)N1CCN(C2c3ccccc3-c3ccccc32)CC1,7%,-5%,-13%,.,-6,-4%,-16%,-21%,-4%
Cc1ccc(N=Cc2sc(O)c3ccccc23)cc1,4%,-2%,-16%,4%,-3,10%,-7%,15%[11.4 µM],30%
COc1ccc(NC(=O)CC2SC(N3CCCC3)=NC2=O)cc1Cl (centres undefined),.,.,-12%,-2%,-4,24%,-2%,8%,-9%
COc1ccc2nc(N3C(=O)CC(Cc4ccc(C)cc4)C3=O)sc2c1 (centres undefined),-7%,3%,-7%,7%,-1,-8%,-10%,-12%,-17%
COc1ccc(NC(=O)C2CCN(S(C)(=O)=O)CC2)cc1Cl,32%,-6%,-4%,.,-14,11%,-10%,-7%,2%
Cc1ccccc1-n1cc(-c2ccccc2)nc1SCC(=O)Nc1ccc(F)cc1,-2%,12%,-18%,-7%,0,.,-9%[60.1 µM],-11%,-21%
Cc1ccc2cc(C(c3nnnn3Cc3ccccc3)N3CCc4ccccc43)c(=O)[nH]c2c1 (centres undefined),-4%,-22%,-1%,-2%,19,-2%,-30%,-51%,-9%
CCC(CC)CN1CCN=C1Nc1ccccc1,.,.,-13%,-4%,-20,0%,-3%,-3%,-8%
CN(CC(=O)Nc1cccc(F)c1)C(=O)CSc1ccccc1,.,.,?,16%,-2,7%,-14%,-8%,?
CN1/C(=C/C=C(/C#N)C(N)=O)C(C)(C)c2ccccc21,21%,-9%,-9%,-13%,-2,3%,-6%,15%,-30%
O=C(c1ccc2c(c1)N(Cc1ccccc1)C(=O)c1ccccc1S2=O)N1CCC(Cc2ccccc2)CC1 (centres undefined),21%,-9%,-15%,5%,3,.,-8%,-11%,-21%
Cn1nc(-c2ccccc2)c(CO)c1Sc1ccccc1,-25%,-9%,-9%,15%,-10,10%,-5%,-11%,-2%
Cc1ccccc1NS(=O)(=O)c1ccc(C(=O)NCC(C)(C)N2CCOCC2)cc1,.,.,-11%,13%,-4,34%,-4%,?,10%
O=C(O)c1cccc(Cn2cc(Cl)cn2)c1,?,-8%,?,-2%,-8,2%,-14%,14%,410%[activator]
Cc1ccc(NC(=O)CCS(=O)(=O)c2ccc(Br)s2)c(Br)c1,-14%,-9%,-11%,-1%,-2,.,-2%,28%,0%
Cc1cc2nc(C(F)(F)F)[nH]c(=O)n2n1,-1%,-16%,-16%,-4%,-6,-1%,1%,7%,?
Cc1ccc(C(=O)COC(=O)CCc2nc3ccccc3[nH]c2=O)cc1C,8%,?,7%,6%,-14,13%,-6%,10%,-36%
COC(=O)c1cc(OC)c(OC)cc1NC(=S)N1CCN(c2ccccc2)CC1,-1%,-11%,-1%,.,-5,-5%,-7%,-16%,-5%
CN(C(=O)CC1C(=O)NCCN1Cc1ccc(F)cc1)C1CCOCC1 (centres undefined),6%,-3%,-6%,8%,3,5%,-17%,4%,6%
O=C(COc1ccccc1)NNC(=O)c1cc2ccccc2o1,-2%,2%,0%,7%,-6,2%,-5%,-6%,19%
O=C(NCc1ccccn1)C1CCN(Cc2cccc(OCc3ccccc3)c2)CC1,5%,-12%,-8%,11%,-9,2%,-10%,-4%,6%
Cc1ncc(C[n+]2csc(C)c2C)c(N)n1,33%,-3%,9%,2%,-12,8%,-13%,-6%,19%
COc1ccccc1N(C)S(=O)(=O)c1ccc(C(=O)OCC(=O)N(C(C)C)C(C)C)cc1,9%,-6%,-3%,11%,-2,0%,-3%,16%,0%
Cn1cnnc1SCC(=O)NNC(=O)COc1ccc(Br)cc1,-18%,-1%,-5%,-26%,0,-7%,-6%,4%,-5%
CCC(OCC(O)CN1CCN(CCN2C(=O)c3cccc4cccc(c34)C2=O)CC1)c1ccccc1 (centres undefined),10%,-22%,-98%,1%,-6,?,?,-10%,?
O=C(CNc1ccc(F)cc1Cl)Nc1cccc(S(=O)(=O)N2CCCCC2)c1,.,.,-23%,-14%,1,30%,0%,-9%,409%[activator]
CCN1CCN(c2ccc(NC(=O)COc3ccc(Cl)cc3C)cc2)CC1,.,.,-7%,-1%,-11,4%,-6%,5%,?
COc1cc(NC(=O)CCc2nnc3ccc(N4CCCCC4)nn23)cc(OC)c1OC,17%,-18%,-6%,-4%,5,48%[activator],-13%,3%[11.4 µM],21%
Cc1cccc(NC(=O)Cc2nc(-c3c[nH]c(C(=O)N4CCCC4)c3)cs2)c1,.,.,-17%,1%,-4&-7,-2%,-20%,-12%,-7%&104%
O=[N+]([O-])c1cccc(-c2ccn[nH]2)c1,11%,-11%,-2%,-4%,-12,-1%,-23%,28%,83%[activator]
COC(=O)c1ccc(/C=N/NC(=O)C2CC(=O)N(c3ccc(F)cc3)C2)cc1 (centres undefined),-50%,-14%,-12%,16%,-6,-7%,7%,-7%,23%
CC1=NN(/C(=N\c2nnc(C)s2)Nc2ccccc2)[C@H](c2cccc3ccccc23)S1,-26%,-16%,-10%,0%,3,0%,-6%,0%,-1%
C=CCNc1oc(-c2cccs2)nc1C#N,-1%,-17%,-3%,2%,-4,-1%&5%,-10%,9%,-7%
CC(=O)N1CCN(C(=O)CN2C(=O)NC(C)(c3ccc4ccccc4c3)C2=O)CC1 (centres undefined),.,.,-9%,4%[15.4 µM],-15,4%,-4%,-6%,363%[activator]
Cc1ccc(NCC(=O)N/N=C\c2ccc([N+](=O)[O-])o2)cc1,2%,?,0%,.,1,-1%,-17%,27%,-19%
O=C(COc1ccccc1)NC1CCCc2ccccc21 (centres undefined),36%,-15%,-19%,-14%,-2,3%,-4%,-35%,-2%
O=c1c2c(-c3cccs3)csc2[nH]c(=S)n1-c1ccccc1,?,-9%,?,8%,-7,-3%,-14%,-23%[11.4 µM],?
Cc1cc(Cl)ccc1OCC(=O)NC(=S)Nc1ccc(Cl)cn1,25%,-1%,-18%,12%,-3,30%,3%,-15%,-4%
O=C(N/N=C/c1ccc(-c2ccccc2)o1)c1ccccc1O,?,-10%,?,2%,-8,-3%,-20%,5%,0%
Nc1c(Cl)c(Cl)nc(C(=O)OCC(=O)N2CCCC2=O)c1Cl,.,.,?,-17%,-5,-6%,-11%,-4%,-7%
C=CCc1c(C)nc(C)nc1N/N=C/c1ccc(F)cc1,-2%,-16%,-10%,-8%,-6,0%,-5%,-20%,19%
COc1ccc(OC)c(NS(=O)(=O)c2cc3c4c(c2)CCN4C(=O)CC3)c1,.,.,-16%,?,0,4%,-3%,-5%,?
Cc1cc(CNC(=O)[C@]2(C(F)(F)F)C[C@H](CCC3CCCCC3)CCCO2)nn1C,.,-16%,.,.,.,16%,-14%,16%,.
CCCCCCNC(=O)c1cn(CC)c2cc(N3CCN(C)CC3)c(F)cc2c1=O,-1%,?,2%,10%,5,38%,2%,19%,?
COc1ccc(C(=O)/C=C2\Sc3ccccc3N2C)cc1,-12%,130%[activator],3%,4%,-20,-4%,-8%,9%,-14%
Cc1[nH]c2ccccc2c1C(c1ccccn1)N1CCC(C(N)=O)CC1 (centres undefined),-1%,-2%,-7%,-1%,0,-2%,6%,?,?
CCCCn1c(-c2cccnc2)nc2cc3[nH]c(=O)c(C(C)C)nc3cc21,12%,77%[activator],-15%,3%,8,31%,-4%,-4%,1%
CCOc1ccccc1C(=O)Nc1ccc(S(=O)(=O)Nc2ncccn2)cc1,11%,-11%,-7%,-4%,-20,.,-10%,-7%,?
